tim23-1 inh: inhibits growth of tim23-1 mutant yeast. S. cerevisiae tim23-1 growth, BacTiter-Glo luminescence, 24 h. inhibition, % at 20 µM. hit rate 1.3% among 330,000;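 active means growth inhibition of the mutant yeast at or above 50%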;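 further: temperature-sensitive mutant grown at 25 °C; plate controls were DMSO-treated mutant yeast for no effect and medium wells lacking yeast for full effect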
CHOP UPR activ: apoptotic UPR (CHOP) activation. CHO-CHOP luciferase reporter, luminescence; percent of tunicamycin response over DMSO baseline. activation, % at 10 µM. hit rate 0.34% among 330,000;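 active means at 10 µM dose, activation of 40% or more, normalized to positive control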;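 further: 100% = tunicamycin at 10 µg/mL and 0% = DMSO alone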
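Assay system: CHO-CHOP cells, stable luciferase reporter of PERK-eIF2a-CHOP signalling / Buffer or medium: F12 plus 10% serum / Compound dosing: one dose, 10 µM in 0.5% DMSO / Times: 6 h compound treatment, 37 °C / Technique: luciferase luminescence / Read-out: % reporter activation, DMSO baseline versus tunicamycin full activation / Benchmarks: tunicamycin and DMSO controls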
Mdm2-MdmX inh: inhibitors of human Mdm2/MdmX interaction; O15151+Q00987; SaOS-2 split-luciferase Mdm2/MdmX complementation, luminescence; inhibition, % at 8 µM; hit rate 3% among 330,000; AID 485346;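 active means inhibition of at least 50% at 8 µM in the primary screen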
Target sequence (O15151 whole entry, looked up): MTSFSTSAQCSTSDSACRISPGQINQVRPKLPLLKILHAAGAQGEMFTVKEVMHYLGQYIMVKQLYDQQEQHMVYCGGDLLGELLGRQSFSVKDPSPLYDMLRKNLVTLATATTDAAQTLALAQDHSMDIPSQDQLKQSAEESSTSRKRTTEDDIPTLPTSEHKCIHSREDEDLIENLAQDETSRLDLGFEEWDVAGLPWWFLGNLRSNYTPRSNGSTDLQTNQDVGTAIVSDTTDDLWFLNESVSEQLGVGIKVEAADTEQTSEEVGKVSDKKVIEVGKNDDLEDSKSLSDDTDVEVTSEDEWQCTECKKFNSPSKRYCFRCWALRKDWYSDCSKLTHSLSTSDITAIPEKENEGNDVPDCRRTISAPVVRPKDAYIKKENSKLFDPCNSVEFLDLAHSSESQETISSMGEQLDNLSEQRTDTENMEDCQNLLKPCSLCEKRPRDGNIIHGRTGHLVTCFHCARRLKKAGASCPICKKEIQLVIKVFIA
Target sequence (Q00987 whole entry, looked up): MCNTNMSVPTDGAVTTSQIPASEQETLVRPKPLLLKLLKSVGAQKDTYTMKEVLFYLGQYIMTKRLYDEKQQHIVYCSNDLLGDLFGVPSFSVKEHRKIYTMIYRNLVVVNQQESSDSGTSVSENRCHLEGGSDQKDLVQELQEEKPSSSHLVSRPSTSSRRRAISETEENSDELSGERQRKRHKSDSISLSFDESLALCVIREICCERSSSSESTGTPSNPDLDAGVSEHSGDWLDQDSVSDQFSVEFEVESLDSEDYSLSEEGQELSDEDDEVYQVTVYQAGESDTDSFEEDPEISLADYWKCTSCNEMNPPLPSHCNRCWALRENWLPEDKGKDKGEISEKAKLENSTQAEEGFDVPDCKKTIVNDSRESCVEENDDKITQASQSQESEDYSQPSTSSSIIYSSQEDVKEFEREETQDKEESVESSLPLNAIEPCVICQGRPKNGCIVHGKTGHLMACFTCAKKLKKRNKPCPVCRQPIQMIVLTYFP
UPR XBP1 act: adaptive UPR (XBP1) activation; AID 463104; hit rate 0.33% among 330,000; CHO-XBP1 luciferase reporter, IRE1-XBP1 UPR activation, luminescence; percent of tunicamycin response, DMSO as zero; activation, % at 20 µM;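 active means versus positive control, 20 µM dose yields 30% or more activation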;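 further: 100% = tunicamycin at 10 µg/mL and 0% = DMSO only wells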
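Material: CHO cell line with stable XBP1 luciferase reporter; schedule: 16-18 h cell attachment at 37 °C, then 6 h compound exposure; signal: glow luminescence from Steady-Glo reagent; medium: serum-containing F12 medium, 10% FBS; benchmarks: tunicamycin 10 µg/mL and vehicle-only wells; read-out: percent activation relative to tunicamycin reference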
697 NFkB inh: lowers PMA/ionomycin-induced NF-kB signal in 697 B cells | inhibition, % at 4 µM | AID 435022 | 697 B-cell NF-kB luciferase reporter, 16 h | hit rate 0.33% among 330,000; in the data active means inhibition above about 35%
Jurkat NFkB inh: inhibitors of the PMA/ionomycin-induced NF-kB reporter in Jurkat cells | PMA/ionomycin-induced NF-kB luciferase reporter, luminescence | inhibition, % at 4 µM | hit rate 0.53% among 330,000; in the data active means inhibition above about 50%
TIM10 inh: inhibits growth of TIM10 yeast strain; hit rate 1.4% among 330,000; AID 463195; inhibition, % at 10 µM; S. cerevisiae TIM10 strain growth, BacTiter-Glo luminescence, 24 h;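 active means inhibition of 40% or more at the single tested concentration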;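 further: wild-type TIM10 isogenic control strain grown at permissive 25 °C; 0% = DMSO yeast wells and 100% = minimal medium wells without yeast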
tim10-1 inh: growth inhibitors of tim10-1 mutant yeast | S. cerevisiae tim10-1 ts strain growth, BacTiter-Glo, 24 h | inhibition, % at 20 µM | hit rate 2.2% among 330,000;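 active means inhibition of at least 40%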;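 further: mutant grown at 25 °C; 0% = DMSO wells with yeast and 100% = wells holding no yeast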
The depositor's hits bear a star; & = joins results of further samples.

SMILES	tim23-1 inh	CHOP UPR activ	Mdm2-MdmX inh	UPR XBP1 act	697 NFkB inh	Jurkat NFkB inh	TIM10 inh	tim10-1 inh
COC(=O)COc1cccc(NC(=O)c2cccc(C)c2)c1	4	0.1	-6	3	-10	-11	9	7
CCSc1c(-c2ccccc2)nc2c(C)cccc2c1C(=O)O	10	-2.9	14	-3	21	-4	6	-11
O=C1c2ccccc2NC(c2cccs2)N1NS(=O)(=O)c1ccccc1 (stereo unspecified)	-9	2.2	13	-2	-2	-15	18	6
O=C(O)c1cc(N2C(=O)C3CC=CCC3C2=O)ccc1NCc1cccnc1 (stereo unspecified)	3	-0.9	26	3	9	-5	0	1
COc1ccc(CCNC(=O)COC(=O)/C=C/c2ccc3c(c2)OCO3)cc1OC	14	1.8	7	5	-12	-30	4	16
COC(=O)c1cc(NC(=O)c2nccnc2C(=O)O)cc(C(=O)OC)c1	-4	-0.8	5	-1	19	3	-2	-20
O=C(COC(=O)/C=C/c1ccccc1)NNC(=O)c1ccccc1F	19	1.6	13	0	12	11	3	16
Cc1cccc(OCc2nnc(SCC(=O)N3CC(=O)Nc4ccccc43)o2)c1	-1	0.9	12	3	-3	10	5	8
O=C(O)c1ccc(N/N=C2/CCCc3ccccc32)cc1	12	1.2	4	-1	-24	-17	3	-14
CCN(Cc1nc2ccccc2c(=O)[nH]1)C(=O)c1cc2c(s1)CCCCC2	38	-1.8	-1	-4	-18	11	10	12
COc1ccc(Cl)cc1-n1c(=S)sc2c(=O)n(-c3ccc(F)cc3)c(SCC(=O)O)nc21	7	1.6	-10	-2	11	-22	4	18
CCOC(=O)N1c2ccccc2C=CC1OCC (stereo unspecified)	10	0.5	-14	-5	14	14	6	8
CCCCCCCCCCOC(=O)Cn1c(COc2ccc(Cl)cc2)[n+](C)c2ccccc21	92*	-1.0	78*	36*	-1	33	55*	97*
Cc1nn(-c2ccc(F)cc2)c(Cl)c1/C=N/NC(=O)c1cccc(S(=O)(=O)N2CCCC2)c1	-27	6.9	24	21	-22	-2	-42	4
CCCCn1c(N)c(N(CCOC)C(=O)c2cc(S(=O)(=O)N3CCOCC3)ccc2F)c(=O)[nH]c1=O	-2	-0.3	-5	-1	21	-7	2	6
Cc1nnc(NC(=O)c2ccc(S(=O)(=O)N(C)Cc3ccccc3)cc2)o1	8	4.1	5	4	-22	-16	7	38
O=C(O)CCC(=O)N(Cc1cccs1)Cc1cccs1	12	-3.5	18	-4	-5	11	-4	5
CC1CN(c2ccc(NC(=S)Nc3ccc(N4CC(C)OC(C)C4)cc3)cc2)CC(C)O1 (stereo unspecified)	-19	0.2	15	-5	5	2	0	-2
O=C(/C=C/c1cccc(F)c1)NC1CCN(Cc2ccccc2)CC1	2	0.4	25	-1	-2	19	-31	-50
CC1=NN(c2ccc(C)c(C)c2)C(=O)C1C(c1cccc(O)c1)C1C(=O)N(c2ccc(C)c(C)c2)N=C1C (stereo unspecified)	11	-3.0	16	-12	11	7	15	10
CN(Cc1cccc(Cl)c1Cl)C(=O)c1cc(S(=O)(=O)N2CCOCC2)ccc1F	24	0.7	-20	-3	1	-13	0	10
Cc1cc(C(=O)C(=O)N(C)C)c(C)n1-c1ccc([N+](=O)[O-])cc1	15	-1.1	-6	0	1	0	8	3
CCCN1C(=O)c2ccc(C(=O)Nc3nccs3)cc2C1=O	3	5.2	-5	6	-8	0	27	19
CC(C)(C)OC(=O)NCCCCCNC(=O)c1ncn(Cc2ccccc2)c1C(=O)NCCCCCNC(=O)OC(C)(C)C	7	3.9	26	-4	-23	-1	-1	17
O=C(NCC(=O)N(Cc1cccs1)C(C(=O)NC1CCCCC1)c1ccco1)c1ccco1 (stereo unspecified)	-3	-3.3	-17	-1	-10	-20	3	26

The results go on:
SMILES	tim23-1 inh	CHOP UPR activ	Mdm2-MdmX inh	UPR XBP1 act	697 NFkB inh	Jurkat NFkB inh	TIM10 inh	tim10-1 inh
O=C(N/C(=C/c1ccc(Br)cc1)C(=O)N1CCOCC1)c1ccc(Br)o1	25	-1.8	-13	-2	-22	7	5	29
CCOc1ccc(NCc2cccn2-c2nnc(N3CCC(C(=O)NCCCN4C(C)CCCC4C)CC3)s2)cc1 (stereo unspecified)	2	-1.5	8	-1	-37	-23	-3	10
COc1ccc(-n2nc(C(=O)NCC(=O)NCCc3ccc(OC)c(OC)c3)c3ccccc3c2=O)cc1	3	-0.5	16	0	10	5	11	-12
CC1=C(C#N)C(c2cccnc2)C2=C(N1)c1ccccc1C2=O (stereo unspecified)	33	0.8	-4	0	-4	-18	7	35
CCN1CCN(c2oc(-c3ccccc3)nc2S(=O)(=O)c2ccc(C)cc2)CC1	12	0.0	7	1	-7	-2	18	17
CN(C)c1nn(C(=O)Nc2ccc(Cl)cc2Cl)cc1-c1ccccc1	2	0.1	14	1	9	6	-5	10
CCCCOc1ccc(-c2c(C#N)c(N)[nH]c(=S)c2C#N)cc1	18	1.2	-3	-4	-4	-16	11	10
C/C(=N\NC(=S)NCC(C)(C)C)c1cc(F)cc(F)c1O	50	2.3	48	12	-29	-7	44*	42*
O=S(=O)(/N=C(/Nc1cccnc1Cl)c1ccccc1)c1ccccc1	14	-0.7	2	-3	-13	-18	-4	6
CCn1cc(/C=C(\NC(=O)c2ccc(OC)cc2)C(=O)N2CCOCC2)c2ccccc21	15	0.1	6	-5	-18	-7	16	16
CC(=O)N1CCc2c(sc(NC(=O)CCS(=O)(=O)c3ccccc3)c2C#N)C1	20	1.2	86*	-6	17	2	16	19
CC1CCN(C(=O)CCc2ccc(S(=O)(=O)NC(C)(C)C)cc2)CC1	11	0.0	16	-5	11	-8	20	27
NC(=O)c1ccc(NC(=O)CSc2nnc(-c3ccc4c(c3)OCO4)o2)cc1	0	-3.8	17	2	9	-1	-3	4
CCOC(=O)c1sc(NC(=O)CN2CCN(c3ccc(OC)cc3)CC2)nc1C	10	-1.9	9	-2	4	-15	1	16
Cc1cc(=O)[nH]c(SCc2nc3ccc([N+](=O)[O-])cc3[nH]2)n1	17	-0.7	5	-2	9	3	2	10
COC(c1ccccc1)c1nnc(CCC(=O)N2CCCCCCC2)o1 (stereo unspecified)	14	0.0	27	-3	14	11	5	16
CCc1ccc(NC(=S)N(CCOC)C2CCN(C(C)=O)CC2)cc1	6	-2.5	14	-2	2	-2	9	24
CCOc1ccc(-n2c(SCc3ccc([N+](=O)[O-])cc3)nnc2-c2ccccc2)cc1	-23	1.3	23	-1	-34	-18	6	26
CCc1ccc(Nc2ncc3c(n2)CC(C)(C)CC3=O)cc1	10	6.1	-148	3	-184	-92	-11	11
CC(=O)c1cccc(NC(=O)CSc2ccc(-c3ccco3)nn2)c1	20	0.4	26	-1	18	14	-1	12
COc1ccc(C(=O)O/N=C/c2c(C(F)(F)F)nn(C)c2SCc2ccccc2Cl)cc1	16	15	36	62*	2	-7	9	8
CC(=O)NS(=O)(=O)c1ccc(NC(=O)c2cc(-c3ccc(C)c(C)c3)nc3ccccc23)cc1	8	-1.6	-1	0	-27	-2	6	13
COC(=O)C1=C(C)N(Cc2ccco2)C(=O)N[C@@H]1c1ccco1	27	0.1	32	-1	10	16	-1	20
O=C(O)CCSCCCN1C(=O)c2cccc3cccc(c23)C1=O	9	-1.1	-27	-1	-12	-18	6	3
NC1=NC(=O)/C(=C/c2ccc(OCC(=O)O)cc2)S1	16	0.0	25	1	7	-6	-6	7

The results go on:
SMILES	tim23-1 inh	CHOP UPR activ	Mdm2-MdmX inh	UPR XBP1 act	697 NFkB inh	Jurkat NFkB inh	TIM10 inh	tim10-1 inh
Fc1ccc(SCCc2ccncc2)cc1	-194&-64	2.3&-0.2	-2&-6	1&-1	13&-9	4&-4	-3&-1	-8&-13
CCn1c(-c2ccccc2Cl)nn(CC(=O)Nc2cc(Cl)ccc2Cl)c1=S	15	-1.6	-6	-4	2	-1	-13	-8
Oc1cc(Nc2cccnc2)cc2cccnc12	29	2.5	66*	3	-3	17	-8	27
O=C(CSc1nnc(CNC(=O)c2c(F)cccc2F)o1)Nc1ccc2c(c1)OCO2	12	1.1	15	-4	3	5	-2	2
CC(C)CCN1CCC(n2nccc2NC(=O)c2ccc3c(c2)OCO3)CC1	-3	1.1	30	-7	11	-1	-3	3
CCOCC(=O)Nc1nnc(COCC)s1	9	1.1	1	-1	-6	-12	-5	17
O=C(NCc1cccs1)C1CCN(c2ccc(S(=O)(=O)N3CCOCC3)cc2Cl)CC1	14	0.2	63*	2	-75	76*	4	25
COC(=O)C1(O)CC(C(C)C)=NN1C(=O)c1ccc(Cl)cc1 (stereo unspecified)	11	-1.7	11	-2	5	-2	6	13
C=CCN(C(=O)c1csnn1)C(C(=O)NCc1ccc(F)cc1)c1sccc1C (stereo unspecified)	13	2.4	13	-2	11	13	25	-5
O=C(CSc1nnc(COc2ccc(Cl)cc2)o1)N1CCOCC1	-10	2.4	-17	-5	4	-6	-7	3
CCNC(=S)N/N=C/c1ccc(OCC(=O)Nc2ccc(C)cc2)cc1	-1	0.8	9	-2	20	1	10	11
CCOC(=O)Nc1ccc(=O)n(Cc2c(Cl)cccc2Cl)c1	-1	-3.0	14	-1	9	14	0	11
O=S(=O)(c1ccc2ccccc2c1)N1CCN(Cc2ccccn2)CC1	15	0.4	7	-2	-13	1	2	19
Cc1cc(NC(=O)C2C3C(=O)N(Cc4ccc(Cl)cc4)C(C(=O)NC4CCCCC4)C34C=CC2(C)O4)no1 (stereo unspecified)	-2	1.1	20	-4	7	-11	14	-3
O=C(NCc1ccccc1)C(=O)NCC1COc2ccccc2O1 (stereo unspecified)	-25	-0.8	41	-3	12	27	-10	-15
COCCCNC(=O)CCN1C(=O)COc2ccccc21	-3	-1.9	24	0	9	18	3	-10
Cc1cccc(C)c1NC(=O)C(c1ccc([N+](=O)[O-])cc1)N1CCCCC1 (stereo unspecified)	25	-0.7	12	0	-2	-9	-9	39
CC(=O)N[C@@H](Cc1c[nH]c2ccccc12)C(=O)OCC(=O)Nc1ccc(Cl)c(S(=O)(=O)N(C)C)c1	6	0.8	-40	-7	-17	-5	0	-1
Cc1ccc(C(=O)NC(C)c2ccc3c(c2)OCO3)s1 (stereo unspecified)	15	0.8	-4	-3	19	3	2	-5
O=c1[nH]c2ccccc2nc1NCc1ccccc1	20	3.1	9	-2	5	-10	22	0
CCn1c(COc2ccccc2Cl)nnc1SCC(=O)Nc1ncccc1C	-6	2.8	9	-1	-6	9	-10	15
Cc1cc(-c2ccccc2)c2c(n1)sc1c(O)cc(=O)[nH]c12	12	-0.1	-31	-2	9	2	-3	-14

Taken from above:
`Cc1cc(C(=O)C(=O)N(C)C)c(C)n1-c1ccc([N+](=O)[O-])cc1` in 697 NFkB inh shows 1
`COc1ccc(CCNC(=O)COC(=O)/C=C/c2ccc3c(c2)OCO3)cc1OC` in tim23-1 inh shows 14

Just 697 NFkB inh (seven entries from above):
smiles | 697 NFkB inh
Cc1cc(-c2ccccc2)c2c(n1)sc1c(O)cc(=O)[nH]c12 | 9
O=S(=O)(c1ccc2ccccc2c1)N1CCN(Cc2ccccn2)CC1 | -13
Cc1cc(NC(=O)C2C3C(=O)N(Cc4ccc(Cl)cc4)C(C(=O)NC4CCCCC4)C34C=CC2(C)O4)no1 (stereo unspecified) | 7
Oc1cc(Nc2cccnc2)cc2cccnc12 | -3
CC(C)CCN1CCC(n2nccc2NC(=O)c2ccc3c(c2)OCO3)CC1 | 11
CCOC(=O)Nc1ccc(=O)n(Cc2c(Cl)cccc2Cl)c1 | 9
O=C(CSc1nnc(CNC(=O)c2c(F)cccc2F)o1)Nc1ccc2c(c1)OCO2 | 3
